Compound activity: PubChem, Icahn School of Medicine at Mount Sinai
RBX1-CUL1 inh: blocks human RBX1-Cullin-1 di-ubiquitin formation; P62877+Q13616; in vitro K48 di-Ub FRET, acceptor:donor ratio, 45 min; inhibition, % at 10 µM; hit rate 0.6% among 140,000; AID 1347404; in the data active = inhibition above about 25%
Target sequence (P62877 whole entry, looked up): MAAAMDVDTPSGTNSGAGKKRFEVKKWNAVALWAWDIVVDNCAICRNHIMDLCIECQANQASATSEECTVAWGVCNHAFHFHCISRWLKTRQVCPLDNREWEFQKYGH
Target sequence (Q13616 whole entry, looked up): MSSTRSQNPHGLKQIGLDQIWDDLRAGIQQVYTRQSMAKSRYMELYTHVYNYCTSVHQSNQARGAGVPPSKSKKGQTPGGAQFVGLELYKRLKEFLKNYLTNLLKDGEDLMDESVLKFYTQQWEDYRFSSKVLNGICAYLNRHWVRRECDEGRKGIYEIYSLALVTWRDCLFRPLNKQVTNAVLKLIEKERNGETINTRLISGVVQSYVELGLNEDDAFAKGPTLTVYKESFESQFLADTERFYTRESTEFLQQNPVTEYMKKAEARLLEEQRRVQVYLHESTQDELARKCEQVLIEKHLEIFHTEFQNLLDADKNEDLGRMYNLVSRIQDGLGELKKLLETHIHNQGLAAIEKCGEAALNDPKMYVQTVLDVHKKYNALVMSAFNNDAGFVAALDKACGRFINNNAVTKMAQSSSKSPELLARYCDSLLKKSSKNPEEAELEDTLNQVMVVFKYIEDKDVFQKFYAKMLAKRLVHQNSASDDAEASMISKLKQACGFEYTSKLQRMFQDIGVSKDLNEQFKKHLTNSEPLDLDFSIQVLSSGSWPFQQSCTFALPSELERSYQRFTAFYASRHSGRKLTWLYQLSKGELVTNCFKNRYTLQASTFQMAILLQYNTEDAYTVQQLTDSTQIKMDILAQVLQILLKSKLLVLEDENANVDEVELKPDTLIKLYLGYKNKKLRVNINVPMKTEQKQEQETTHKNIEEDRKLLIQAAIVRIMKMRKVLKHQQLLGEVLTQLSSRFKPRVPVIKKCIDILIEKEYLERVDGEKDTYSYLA
Active calls of the source: *.

SMILES	RBX1-CUL1 inh
CCC(c1ccc(OC(C)=O)cc1)C(CC)c1ccc(OC(=O)Cc2ccc(N(CCCl)CCCl)cc2)cc1 (configuration not stated)	-10
C=CCN1C(=O)NC(=O)/C(=C/c2ccc(OCC(=O)Nc3ccc(C)cc3)cc2)C1=O	0
CCN1C(=O)C(=Cc2ccc(-c3cc(C(=O)O)ccc3Cl)o2)C(=O)N(CC)C1=S	-6
COc1ccccc1-n1c(/C=C/c2cccc(Br)c2)nc2ccccc2c1=O	6
CCc1ccc(OCC#CCN2CCOCC2)cc1	2
CC12CCC3C(CC=C4CC(O)CCC43C)C1C/C(=C\c1cccs1)C2=O (configuration not stated)	1
CC(C)(C)P(=S)(NC12CC3CC(CC(C3)C1)C2)C(C)(C)C	-1
CSc1ccc(CNC(C)C(O)c2ccccc2)cc1 (configuration not stated)	-2
CC(=O)c1c(C)n(Cc2ccco2)c2ccc(O)cc12	-4
CN(C)C(=O)Oc1ccc2c(=O)c(-c3ccc4c(c3)OCCO4)coc2c1	-9
c1n[nH]c(-n2cnnc2)n1	-3
COc1ccc(-n2nnnc2C2(N3CCOCC3)CCCCC2)cc1	8

Two entries from above, as labelled records.
> CC(=O)c1c(C)n(Cc2ccco2)c2ccc(O)cc12
  RBX1-CUL1 inh: -4

> COc1ccc(-n2nnnc2C2(N3CCOCC3)CCCCC2)cc1
  RBX1-CUL1 inh: 8

Further results follow:
SMILES	RBX1-CUL1 inh
CC(C)NC(=O)c1cn(Cc2ccccc2)cc(C(=O)N2CCC(Cc3ccccc3)CC2)c1=O	1
CN1CCN(c2cc(Cl)ncn2)CC1	11
CC(C)Nc1nc2ccccc2c(=O)n1-c1ccc(Cl)cc1	10
CCC(C(=O)Nc1ccccc1F)N1C(=O)CN=C(c2ccccc2)c2ccccc21 (configuration not stated)	-4
CN(C)CC(Cl)c1ccccc1Br (configuration not stated)	-9
Cc1c(Cl)cccc1N1C(=O)/C(=C/c2ccc(-c3ccc(C(=O)O)cc3)o2)C(=O)NC1=S	52*
CCOc1cc(C=C2C(=O)NC(=S)NC2=O)ccc1OS(=O)(=O)c1ccc(OC)cc1	11
O=c1c2ccccc2nc(CNC2CCCCC2)n1-c1ccc(F)cc1	-4
CN1CCN(Cc2nnc3n2-c2ccc(Cl)cc2C(c2ccccc2Cl)=NC3)CC1	9
CSc1ncc(CNCCc2ccc(O)cc2)c(N)n1	3
CC1(O)C=C[C@]2(C)C3CC[C@@]4(C)C(CC[C@@H]4O)C3CC[C@@]2(C)C1 (some centres not stated)	2
C[C@@H]1C=CC[C@@]23CCc4ccccc4[C@@]12COC3	7
CCc1ccc(-n2nc(C)c3c2NC(=O)CSC3c2ccc(OC)cc2OC)cc1 (configuration not stated)	1
CCOC(=O)C(O)(c1ccc(N(CC)C(=O)OC)cc1)C(F)(F)F (configuration not stated)	5
FC(F)(F)c1cccc(CNCCc2c[nH]c3ccccc23)c1	-5
Fc1ccccc1CNC1CN2CCC1CC2 (configuration not stated)	-6
CC1(C)CC(C)(c2ccc(O)cc2)c2cc(O)ccc21 (configuration not stated)	9
COc1ccc2[nH]c(C)c(CCNCc3ccc(OC(F)(F)F)cc3)c2c1	2
CN(C)C(=O)Oc1c(Br)cc(Br)c2cccnc12	-3
CC1=C(C(=O)OCc2ccccc2)C2(C(=O)N(C)c3ccccc32)C(C#N)C(=N)O1 (configuration not stated)	7
O=C(CCCN1CCN(CCOC(c2ccc(F)cc2)c2ccc(F)cc2)CC1)c1ccccc1	7
C=CCN1C(=O)C2(C(C(=O)OC)=C(CC(=O)OC)OC(=N)C2C#N)c2ccccc21 (configuration not stated)	-2
CCCCCCCSc1cc(OC)c(CCN(C)C)cc1OC	4
COc1ccc(C=C2C(=O)N(C)C(=O)N(C)C2=O)cc1	-8
O=C(c1ccccc1Cl)c1cc(Br)ccc1NC(=O)C(F)(F)F	-1
Cc1ccccc1C(OCCN1CCCCCC1)c1ccccc1 (configuration not stated)	3
CN(C)C(=O)Oc1ccn2cc(-c3ccccc3)nc2c1	-2
COc1ccc(C2=NCc3nnc(CSC)n3-c3ccc(Cl)cc32)cc1Cl	12
CCCCn1c(O)c(C=C2C=CC=N2)c(=O)[nH]c1=O	0
CCOCCN1CCN(Cc2nnc3n2-c2ccc(Cl)cc2C(c2ccccc2Cl)=NC3)CC1	-2
CSc1[nH]c2ccccc2c1CCN1CCCC1	-3
CN(C)CCNc1ccc([N+](=O)[O-])c2cccnc12	3
ON1C2CCCCC2N(O)C1c1ccccc1F (configuration not stated)	3
COc1ccc(O)c(CN2CCCC(C(=O)c3cc(F)ccc3F)C2)c1 (configuration not stated)	-10
CCN1C(=O)CC2(CN3CCC2CC3)C1=O (configuration not stated)	4
COc1ccc(N2C(=O)NC(=O)/C(=C\c3ccc(N4CCOCC4)c(F)c3)C2=O)cc1	0
CCCN1CCN(C(=O)COc2cccc(C)c2)CC1	-3
CNCCc1ccccc1Sc1ccccc1	-1
CCOC(=O)C1ON2c3ccccc3C(=O)C2(c2ccccc2)C1C(=O)OCC (configuration not stated)	-3
CCN(CC)CCNCc1nc2ccccc2c(=O)n1-c1ccc(F)cc1	4
COc1ccc(CNCCc2c(C)[nH]c3ccc(OC(F)(F)F)cc23)c(OC)c1	-3
COC(=O)c1ccc(C)c(NC(=O)CSC2c3ccccc3-c3ccccc32)c1	-4
C1=C(CCNCc2ccccc2)CCCC1	-11
Cc1[nH]c2c(C)cccc2c1CCN	-1
O=[N+]([O-])c1ccc(N2CCOCC2)c2nonc12	1
Cc1c(C(F)(F)F)nc(-c2cccc(CN3CCN4CCC3CC4)c2)[nH]c1=O	6
CCCCC(=O)Nc1ccc(N2CCN(C)CC2)c(Cl)c1	-3
O=C(Nc1ccc(Br)cc1C(=O)c1ccccc1Cl)c1ccc(Br)cc1	-5

Molecules from the list above with an aryl thioether with sulfur outside any ring (five):
SMILES	RBX1-CUL1 inh
CSc1ccc(CNC(C)C(O)c2ccccc2)cc1 (configuration not stated)	-2
CSc1ncc(CNCCc2ccc(O)cc2)c(N)n1	3
CCCCCCCSc1cc(OC)c(CCN(C)C)cc1OC	4
CSc1[nH]c2ccccc2c1CCN1CCCC1	-3
CNCCc1ccccc1Sc1ccccc1	-1

Five entries out of the list, ordered by number of heavy atoms, ascending:
SMILES	RBX1-CUL1 inh
CCCCC(=O)Nc1ccc(N2CCN(C)CC2)c(Cl)c1	-3
O=C(Nc1ccc(Br)cc1C(=O)c1ccccc1Cl)c1ccc(Br)cc1	-5
CCN(CC)CCNCc1nc2ccccc2c(=O)n1-c1ccc(F)cc1	4
Cc1c(C(F)(F)F)nc(-c2cccc(CN3CCN4CCC3CC4)c2)[nH]c1=O	6
COC(=O)c1ccc(C)c(NC(=O)CSC2c3ccccc3-c3ccccc32)c1	-4

Other structures follow:
SMILES	RBX1-CUL1 inh
CN1C(=O)C(Cc2c(Br)cc(Br)c(O)c2Br)C(=O)N(C)C1=O	1
NCCc1cn2ccccc2n1	-1
CCc1nn(Cc2ccc(Cl)cc2)c(=N)s1	1
CCCC12CN3CC(C)(CN(C1)C3c1ccccn1)C2=O (configuration not stated)	0
CC(C)(C)c1ccc(C(=O)Nc2ccc(Cl)cc2C(=O)c2ccccc2)cc1	9
CCOC(=O)C1C2C(=O)N(c3ccc(Br)cc3)C(=O)C12c1ccc(Cl)cc1 (configuration not stated)	-6
NC(=O)c1ccc(N2CCNCC2)c([N+](=O)[O-])c1	5
CC(Cc1ccc(OCCN(C)C)cc1)N(C)C (configuration not stated)	7
CCC(=O)N[C@@H]1c2ccccc2C2(CCN(C(=O)C3C(C)(C)C3(C)C)CC2)[C@H]1OCc1cccnc1	4
CC(C)c1ccc(C2c3c(c4ccccc4oc3=O)OC(=N)C2C#N)cc1 (configuration not stated)	-1
CN1CCc2nc(SCc3ccc(F)cc3)c(C#N)cc2C1	4
CN1CCN(c2ccc([N+](=O)[O-])c(NC3CC3)c2)CC1	-6
COc1ccc(Br)cc1C1c2c(c3ccccc3oc2=O)OC(=N)C1C#N (configuration not stated)	-2
Cc1cccc(-n2c(CC3C(=O)Nc4ccc(C)cc43)nc3ccccc3c2=O)c1 (configuration not stated)	0
CN1CCN(CCOC2c3ccccc3CSc3ccc(Cl)cc32)CC1 (configuration not stated)	1
C=CCN1CCN(C(=O)Cc2c(F)cccc2Cl)CC1	15
O=C(NCCCN1CCOCC1)c1ccc(-n2nnnc2C2(N3CCOCC3)CCCCC2)cc1	-10
CCCCc1nc2cc(C(=O)N3C[C@@H]4C[C@@H](C3)c3cccc(=O)n3C4)ccc2o1	-4
N#CC1C(=N)Oc2c(c(=O)oc3ccccc23)C1c1ccccc1 (configuration not stated)	2
Clc1ccc2c(c1)c1c3n2CNCC3CCC1 (configuration not stated)	-8
CCCC1N2CC3(C)CN1CC(C)(C2)C3=O (configuration not stated)	-5
COC(=O)C1=C(C(=O)OC)C(C(C)=O)(C(=O)OC)N2CCc3ccccc3C12 (configuration not stated)	4
O=C(Cc1cccs1)N1CCN(Cc2ccc(F)cc2)CC1	3
COc1ccc(CN2CCN(CC(C)C)C(CCO)C2)c(OC)c1 (configuration not stated)	-9
Nc1c(C(=O)Nc2ccc(F)c(Cl)c2)sc2nc3c(cc12)N1CCC3CC1	-7
COc1cccc(C2SCC(=O)Nc3c2c(C)nn3-c2ccc(C)c(Cl)c2)c1OC (configuration not stated)	8
CC1(C)CC(C)(Br)C(=O)O1 (configuration not stated)	0
CCSc1nnc(NC(=O)c2cccn(Cc3ccccc3Cl)c2=O)s1	1
Cc1cccc(N2CCN(Cc3ccc(F)c(Br)c3)CC2)c1C	-2
N#CC1C(=N)Oc2c(c(=O)oc3ccccc23)C1c1ccc(F)c(Oc2ccccc2)c1 (configuration not stated)	3
CC(C)CCC(N(C)C)C1(c2ccc(Cl)cc2)CCC1 (configuration not stated)	5
N#CC1C(=N)Oc2c(c(=O)oc3ccccc23)C1c1ccnc2ccccc12 (configuration not stated)	2
ON=C1C(=Cc2ccccc2O)N2CCC1CC2	-5
CCn1ccnc1CN1CCCC(C(=O)c2cccc(Cl)c2)C1 (configuration not stated)	5
CSCc1nnc2n1-c1ccc(Cl)cc1C(c1ccccc1)=NC2	-5
O=C1Nc2ccccc2/C1=C/c1nc2ccccc2c(=O)n1-c1ccccn1	-2
C[C@@]12C[C@@H](c3ccccc3O1)N1C(=N2)N(C#N)[C@]2(C)C[C@H]1c1ccccc1O2	1
CC(C)(C)CNC1COc2ccccc2C1 (configuration not stated)	-1
Cc1ncc2c(c1-c1noc(-c3cccnc3)n1)CCN(c1ncccn1)C2	2
Cc1ccc2c(c1)OC(=O)C2(O)C(F)(F)F (configuration not stated)	-2
O=C1NC(=O)C(CN2CCOCC2)C(=O)N1	4
CCOC(=O)C1C2NC(=S)NC1(c1ccccc1)Oc1c(OCC)cccc12 (configuration not stated)	-1
CCCC(C)C1(CC)C(=O)NC(=Nc2ccccc2C)NC1=O (configuration not stated)	-2
O=C(CSC(c1ccccc1)c1ccccc1)N1CCCCC1	4
CCOc1ccc(NN=C(C#N)C#N)cc1	7
COc1cc(C2(O)CCCCC2CN(C)C)ccc1F (configuration not stated)	-8
O=C1CC(=O)N(c2ccccc2)C(=S)N1c1ccccc1	12
CC(=O)N1CC(=O)Nc2ccc(F)cc2C1c1ccccc1 (configuration not stated)	-1

Pulled by structure from the entries so far, 7 records:
SMILES	RBX1-CUL1 inh
CCOC(=O)C1C2NC(=S)NC1(c1ccccc1)Oc1c(OCC)cccc12 (configuration not stated)	-1
CCOc1ccc(NN=C(C#N)C#N)cc1	7
O=C1NC(=O)C(CN2CCOCC2)C(=O)N1	4
Cc1ncc2c(c1-c1noc(-c3cccnc3)n1)CCN(c1ncccn1)C2	2
COc1cc(C2(O)CCCCC2CN(C)C)ccc1F (configuration not stated)	-8
C[C@@]12C[C@@H](c3ccccc3O1)N1C(=N2)N(C#N)[C@]2(C)C[C@H]1c1ccccc1O2	1
CCCC(C)C1(CC)C(=O)NC(=Nc2ccccc2C)NC1=O (configuration not stated)	-2

Remaining list, next part.
SMILES	RBX1-CUL1 inh
Cc1cc(N(CCCl)CCCl)ccc1/C=N/NC(=O)c1ccco1	4
Cc1cccc(OCC(=O)N2CCN(CCc3ccccn3)CC2)c1	7
COC(=O)CCC(=O)c1ccc(Br)cc1	2
COc1ccccc1CCNCc1ccc(OC)c(C)c1OC	1
CN1CCN(CCC(=O)OC2CC3CCC(C2)N3C)CC1 (configuration not stated)	4
COc1cc(Br)cc(C=C2C(=O)NC(=O)NC2=O)c1O	5
C=CCN1C(=O)C2(C(C(=O)OCC)=C(CC(=O)OCC)OC(=N)C2C(=O)OC)c2ccccc21 (configuration not stated)	3
CC(Oc1cc(Cl)ccc1Cl)C(=O)Nc1ccc2c(C(F)(F)F)cc(=O)oc2c1 (configuration not stated)	-5
CCOc1ccc(CN(CCc2ccc3c(c2)OCO3)Cc2cccc(OC)c2)cc1	3
C=CCN(c1ccc(C(=O)N(CC)CC)cc1)S(C)(=O)=O	2
C(#CCN1CCOCC1)COCC#Cc1ccccc1	10
Cc1nnc(NC(=O)c2cccn(Cc3ccccc3F)c2=O)s1	0
c1ccc2c(c1)CCc1c-2[nH]c2ccccc12	10
COC(=O)C(OC(=O)c1ccc(C)c(C)c1)(c1ccccc1)c1ccccc1	11
CCC1(c2ccccc2)C(=O)N(C(=O)c2ccc(OC)cc2)C(=O)N(C(=O)c2ccc(OC)cc2)C1=O	6
O=C(Cn1cnc([N+](=O)[O-])n1)Nc1ccc(Cl)cc1C(=O)c1ccccc1	-7
Cc1ncc2c(c1-c1noc(C3CC=CCC3)n1)CCNC2 (configuration not stated)	5
N=C1c2ccccc2CN1c1ccc(Cl)cc1Cl	-11
O=C1NC(=S)N(c2cccc(F)c2)C(=O)/C1=C/c1ccc(Br)o1	94*

The list is partial, so the mix of outcomes need not match the whole.
